Screens: PubChem BioAssay, several laboratories
M4 PAM – human M4 muscarinic receptor positive allosteric modulators, primary screen, CHO-K1 cells, Fluo-8 calcium fluorescence. CHO-K1 hM4/Gqi5, ACh EC20; 0% = ACh EC20, 100% = maximal ACh. activation, % at 3 µM. 360,000 tested, 0.4% active. AID 624126, 2012;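 active means activation above its plate's cutoff, the mean activation of sample wells plus 3 SD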; further: some results filed as inactive read as strong as hits
MEKK3 PB1 HTS – modulators of MEKK3-MEK5 PB1 binding, primary screen, biochemical, wildtype MEKK3, multiplex bead flow cytometry, Alexa488-MEK5. 290,000 tested, 1.4% active. binding response (% of control), % at 10 µM. AID 1529, 2009. Mitogen-activated protein kinase kinase kinase 3 (Homo sapiens), Q99759. bead-based flow cytometry, Alexa488-MEK5 binding to MEKK3; actives lie on both sides; 0 = blocked by unlabeled MEK5, 100 = vehicle;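 active means binding response more than 3 SD above or below the average of its plate-row segment, actives on both sides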;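 further: Alexa488 bead fluorescence after subtracting the streptavidin-only scavenger bead signal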
pCIP destab – p/CIP-EGFP fusion destabilizers, primary screen, fluorescence, F442A cells; 16 h; decrease of EGFP signal, % at 10 µM; 290,000 tested, 0.01% active;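 active means EGFP signal decrease of at least 30% at 10 µM or well 3 SD below plate mean, unless failing retest; inactive means the rest, including hits failing retest or dose response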; further: some compounds called inactive have numbers as strong as hits; many of its hits are not listed in these tables
IDE act – human IDE activators in live cells, primary screen, fluorescence polarization, HEK cells, FAbeta-B substrate; Insulin-degrading enzyme (Homo sapiens), P14735; FAbeta-B cleavage; 0% vehicle, 100% cell-free pure enzyme wells; activation, % at 5.96 µM; 340,000 tested, 0.073% active; AID 493087, 2011;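 active means activation above the mean of all tested compounds plus 3 SD, set per screening campaign, cut at about 17% in these data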
Target sequence (P14735 whole entry, looked up): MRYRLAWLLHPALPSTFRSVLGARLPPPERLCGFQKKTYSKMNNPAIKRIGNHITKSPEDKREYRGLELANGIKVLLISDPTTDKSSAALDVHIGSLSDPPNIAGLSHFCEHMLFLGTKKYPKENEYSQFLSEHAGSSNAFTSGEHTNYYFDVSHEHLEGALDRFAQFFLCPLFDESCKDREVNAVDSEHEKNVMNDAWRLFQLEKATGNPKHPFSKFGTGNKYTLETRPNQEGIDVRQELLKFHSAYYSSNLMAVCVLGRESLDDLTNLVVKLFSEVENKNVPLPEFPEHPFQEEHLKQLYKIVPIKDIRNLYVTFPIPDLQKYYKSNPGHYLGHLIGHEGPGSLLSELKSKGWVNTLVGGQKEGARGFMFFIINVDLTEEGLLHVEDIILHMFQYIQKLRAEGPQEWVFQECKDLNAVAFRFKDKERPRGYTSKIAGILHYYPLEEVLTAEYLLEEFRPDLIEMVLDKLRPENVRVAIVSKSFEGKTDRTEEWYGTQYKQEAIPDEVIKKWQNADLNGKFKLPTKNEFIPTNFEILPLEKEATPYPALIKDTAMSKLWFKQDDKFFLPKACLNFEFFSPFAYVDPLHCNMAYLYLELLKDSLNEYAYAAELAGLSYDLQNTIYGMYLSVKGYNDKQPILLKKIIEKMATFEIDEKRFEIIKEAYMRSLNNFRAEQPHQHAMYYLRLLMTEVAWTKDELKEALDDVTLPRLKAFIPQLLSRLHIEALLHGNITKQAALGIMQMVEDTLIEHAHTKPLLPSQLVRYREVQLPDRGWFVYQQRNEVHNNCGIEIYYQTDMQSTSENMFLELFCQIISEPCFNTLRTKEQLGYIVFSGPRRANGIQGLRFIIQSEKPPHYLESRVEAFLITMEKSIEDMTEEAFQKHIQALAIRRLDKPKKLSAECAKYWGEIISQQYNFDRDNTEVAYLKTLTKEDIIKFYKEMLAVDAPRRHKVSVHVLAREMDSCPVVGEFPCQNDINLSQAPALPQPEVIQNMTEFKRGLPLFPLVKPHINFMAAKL
IDE cell inh – human IDE inhibitors in live cells, primary screen, fluorescence polarization, HEK cells, FAbetaB substrate; 320,000 tested, 0.41% active; Insulin-degrading enzyme (Homo sapiens), P14735; inhibition, % at 5.59 µM; FAbetaB cleavage; AID 434962, 2010;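 active means percent inhibition above the average of all tested compounds plus 3 SD, set per screening campaign, cut at about 16% in these data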;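 further: IDE supplied by intact live HEK cells; FP after avidin binding of uncleaved biotin substrate so inhibition keeps polarization high; 0% = DMSO wells and 100% = 60 µM reference IDE inhibitor Ii1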
GalR3 antagonist – GalR3 antagonists in HEK293 cells, primary screen, cell-based, fluorescence readout | Galanin receptor type 3 (Homo sapiens), O60755 | 360,000 tested, 0.44% active | HEK293 GalR3-CNG cAMP membrane potential fluorescence; galR3 body fused to GalR1 C-terminus | inhibition, % at 3 µM | AID 651719, 2012;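 active means inhibition above the screen-wide average plus 3 SD, cut at about 13% in these data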;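 further: forskolin and galanin both at EC90 stimulate the cells; cAMP rise reported by CNG channel membrane potential dye signal; 0% = forskolin plus galanin with DMSO and 100% = forskolin alone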
CRFR2-BP ag – agonists of CRF-BP/CRF-R2 complex, primary screen, cell-based, HEK293, calcium dye fluorescence, uHTS; AID 588473, 2011; activation, % at 13.2 µM; calcium dye fluorescence (FLIPR); percent of saturating CRF peptide response; 350,000 tested, 0.46% active;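 active means activation of at least 50%, plus an integration ratio under a set limit after plate pattern correction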;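 further: plate controls were neutral control wells without compound for no effect and CRF at EC100 for full effect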
CRFR2-BP antag – antagonists of CRF-BP/CRF-R2 complex, primary screen, cell-based, HEK293, calcium dye fluorescence, uHTS. CRF-induced calcium fluorescence. inhibition, % at 11.8 µM. 350,000 tested, 0.59% active. AID 588475, 2011;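 active means inhibition of the ligand-induced calcium signal above about 50% at the single tested concentration, limit read from the data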
PHOSPHO1 block – PubChem AID 1565. Phosphoethanolamine/phosphocholine phosphatase (Homo sapiens), Q8TCT1. recombinant PHOSPHO1, absorbance phosphatase assay. inhibition, % at 13.3 µM. 290,000 tested, 1.1% active; in the data active means inhibition above about 60%
Active calls of the source: *; . = not tested or not shown; [ ] = remark or other dose.

SMILES	M4 PAM	MEKK3 PB1 HTS	pCIP destab	IDE act	IDE cell inh	GalR3 antagonist	CRFR2-BP ag	CRFR2-BP antag	PHOSPHO1 block
CC1(NC(=O)c2cccc(S(=O)(=O)N3CCN(c4ccccc4)CC3)c2)CCS(=O)(=O)C1 (configuration not stated)	1	.	.	-1	-4	-2	0.9	-2	.
O=c1c2cc(NC(=S)NCc3ccccn3)ccc2nc2n1CCCCC2	3	103	8	-1	-3	-7	-1.3	5	-38
O=C(N/N=C/C=C/c1ccccc1)c1ccncc1	0	101	4	-1	-3	-4	-1.0	11	-3
COc1ccc(/C=C/C(=O)NCc2cnn(C)c2C)cc1COc1ccc(Br)cc1	-4	95	0	-1	5	.	6.2	36	8
CC(C)Cn1c(=O)c2ccccc2c2ccccc2c1=O	1	104	-1	2	-1	4	2.5	-8	-21
COc1cc(/C=C/C(=O)NNC(=O)c2cccc(S(=O)(=O)N(C)C)c2)cc(OC)c1OC	15	.	.	-1	.	-2	2.8	11	.
Cc1ccc(C(=O)NC(=S)NCc2cccnc2)cc1C	1	96	-6	5	6	-5	-1.4	5	7
Cn1c(CNc2ccc(Cl)cc2)nnc1SCCN1CCCCC1	-10	97	-2	-1	0	-5	-1.6	3	-20
Cc1cc(=O)[nH]c(SCC(=O)Nc2ccc(S(=O)(=O)N3CCCCC3)cc2)n1	23	60	-8	3	-8	-1	-2.5	2	-21
Cc1cccc(OCC(=O)Nc2ccc(NC(=O)c3ccccc3)cc2)c1	6	101	-4	-3	-5	0	-1.5	-12	33
CC(=O)Nc1ccc(NC(=O)C(C)OC(=O)C(C)SCC(=O)Nc2ccc(C)cc2)cc1 (configuration not stated)	3	.	.	3	-5	-2	0.2	2	.
CC1CCCC(C)N1C(=O)Nc1cccc(Cl)c1 (configuration not stated)	10	101	-6	-2	0	-2	0.1	1	10
CCc1ccc(NC(=O)C2CCN(c3ncnc4c3nc3n4CCCCC3)CC2)cc1	10	98	-12	2	1	-7	-0.1	20	16
CCOC(=O)c1sc(NS(=O)(=O)c2ccccc2Cl)nc1C	2	100	7	-1	1	-5	-0.7	2	-7
Cc1ccc(NC(=S)N=Nc2c(O)n(C)c3ccc(S(=O)(=O)N4CCOCC4)cc23)cc1C	0	100	2	4	-1	-2	-1.1	5	14
COc1ccc(CN2CCc3ccc(NC(=O)c4ccncc4)cc3C2)c(F)c1	-1	102	-7	1	-3	-3	10	7	18
N#CCCN(Cc1ccccc1)C(=S)NC(=O)c1ccccc1	0	98	-1	1	0	-2	1.4	9	22
COCCNc1nc(=S)[nH]c2cc(OC)c(OC)cc12	0	107	-11	5	5	1	0.3	4	68*
S=C1NCN(Cc2cccnc2)CN1c1cccc(Cl)c1	-3	99	-10	-1	5	-4	-2.3	0	12
O=C(CCn1c(=S)oc2ccccc21)NC1CCCCCC1	12	97	2	-1	1	-3	-4.3	2	32
Cc1ccc(C)c(N2N=C(C(=O)Nc3cccc(S(=O)(=O)N4CCCCC4)c3)CCC2=O)c1	2	.	.	4	2	2	1.6	-5	.
Cc1cc(C)nc(Nc2ccc(N3CCCC3)cc2)n1	-4	100	-2	5	-1	-4	0.9	-2	1
O=C1CNC(=S)N1Cc1ccc(Cl)cc1	-11	97	-7	-8	6	-10	-1.5	9	29
Nc1nc(C(=O)N2CCOCC2)nn1C(=O)c1ccc(Cl)cc1	2	103	-5	0	2	1	1.9	-2	-6
O=c1cc(CO)oc(C(Nc2cccc(C(F)(F)F)c2)c2ccccn2)c1O (configuration not stated)	6	115	3	1	-2	3	-1.2	17	20
CC1C(=O)NN=C1c1ccc([N+](=O)[O-])cc1 (configuration not stated)	1	.	.	1	.	-1	-2.1	21	.
COc1ccc(-c2cnnc(N/N=C/c3ccc(O)c(O)c3)n2)cc1	12	97	-9	0	7	0	-2.8	0	-5
CC(Oc1ccccc1)C(=O)NC1C(=O)N2C1SC(C)(C)C2C(=O)O (configuration not stated)	6	107	-13	3	9	-5	-1.0	1	45
Cc1ccc(S(=O)(=O)N2CCCC(C(=O)Nc3cccnc3)C2)cc1 (configuration not stated)	3	107	-1	1	-4	-4	-0.3	7	2
CC1(C)CC(=O)C2=C(C1)OC(N)=C(C#N)C21C(=O)N(CN2CCOCC2)c2ccccc21 (configuration not stated)	-1	98	-4	4	-3	-1	0.4	-13	33
COc1ccc(Cc2noc(CN(C)Cc3ccc(-n4cccn4)cc3)n2)cc1OC	-17	98	-7	3	2	-7	0.4	-4	36
Cn1c(=O)oc2cc(S(=O)(=O)N3CCC(C(=O)N4CCN(c5ccc(F)cc5)CC4)CC3)ccc21	-3	98	10	-1	6	2	-1.8	19	-4
CN(/N=C/c1ccncc1)c1cnc2ccccc2n1	11	74*[inhibitor]	-2	4	11	-4	-1.2	-6	28
C[C@@H]1CN([C@H](C)CO)C(=O)CCCn2cc(nn2)CO[C@H]1CN(C)C(=O)NC1CCCCC1	1	.	.	.	.	-5	-0.5	-23	.
C[C@H](NC(=O)c1ncn(Cc2ccccc2)c1C(=O)N[C@@H](C)c1ccccc1)c1ccccc1	0	.	.	5	-4	-5	-0.5	3	.
CC(C)(C)c1csc(NC(=O)c2ccccc2O)n1	-12	98	3	0	-3	-8	21	23	14
CSC1=N/C(=C\c2ccccc2F)C(=O)S1	-6	.	4	2	-2	-2	-0.2	3	37
Cc1ccc(N2CCC(N3CCN(C)C(CCO)C3)CC2)cc1 (configuration not stated)	-5	110	2	5	1	-10	0.9	9	13
CN(C)c1ccc(-c2ccc3oc(-c4ccsc4)cc(=O)c3c2)cn1	8	.	.	1	-1	-1	4.5	6	.
S=c1[nH]nc(COc2ccccc2)n1/N=C/c1cccc(Cl)c1Cl	-1	104	10	-4	2	-9	-2.2	-6	-65

7 entries picked at random from the list so far, as already listed:
SMILES	M4 PAM	MEKK3 PB1 HTS	pCIP destab	IDE act	IDE cell inh	GalR3 antagonist	CRFR2-BP ag	CRFR2-BP antag	PHOSPHO1 block
Nc1nc(C(=O)N2CCOCC2)nn1C(=O)c1ccc(Cl)cc1	2	103	-5	0	2	1	1.9	-2	-6
O=C1CNC(=S)N1Cc1ccc(Cl)cc1	-11	97	-7	-8	6	-10	-1.5	9	29
Cn1c(=O)oc2cc(S(=O)(=O)N3CCC(C(=O)N4CCN(c5ccc(F)cc5)CC4)CC3)ccc21	-3	98	10	-1	6	2	-1.8	19	-4
CC1(C)CC(=O)C2=C(C1)OC(N)=C(C#N)C21C(=O)N(CN2CCOCC2)c2ccccc21 (configuration not stated)	-1	98	-4	4	-3	-1	0.4	-13	33
COc1ccc(-c2cnnc(N/N=C/c3ccc(O)c(O)c3)n2)cc1	12	97	-9	0	7	0	-2.8	0	-5
COc1ccc(Cc2noc(CN(C)Cc3ccc(-n4cccn4)cc3)n2)cc1OC	-17	98	-7	3	2	-7	0.4	-4	36
Cc1ccc(N2CCC(N3CCN(C)C(CCO)C3)CC2)cc1 (configuration not stated)	-5	110	2	5	1	-10	0.9	9	13

(cont.)
SMILES	M4 PAM	MEKK3 PB1 HTS	pCIP destab	IDE act	IDE cell inh	GalR3 antagonist	CRFR2-BP ag	CRFR2-BP antag	PHOSPHO1 block
COc1ccc(CCN(C)C(=O)c2ccc(C)c(S(=O)(=O)N3CCCCC3)c2)cc1OC	-3	.	.	-8	-1	-3	-0.6	-4	.
O=C(O)C(Cc1cc2ccccc2[nH]1)N1C(=O)C2CC=C(Cl)CC2C1=O (configuration not stated)	8	96	2	2	-6	-6	0.6	-17	-5
COC(=O)c1ccc(C2/C(=C(\O)c3cccc(OC)c3)C(=O)C(=O)N2CCCN(C)C)cc1 (configuration not stated)	0	97	-8	1	-3	0	-3.1	0	13
CCCCC(=O)N/C(N)=N/c1nc2ccccc2o1	3	100	-3	3	1	-4	0.6	-1	-6
CS(=O)(=O)c1ccc(NC(=O)c2cccc(S(=O)(=O)N3CCN(Cc4ccccc4)CC3)c2)cc1	-8	98	-27	3	1	-4	-1.3	2	42
CNC(=S)N(CCc1c(C)[nH]c2ccccc12)Cc1cc(OC)c(OC)c(OC)c1	4	109	1	-2	2	2	-2.6	-9	11
Cc1ccc(NC(=O)c2ccc(C)cc2)cc1	2	.	.	5	-5	-4	0.1	-4	.
CC1Cc2cc(/C(O)=C3/C(=O)C(=O)N(CC4CCCO4)C3c3ccco3)ccc2O1 (configuration not stated)	-1	109	4	5	-1	-1	2.6	19	42
CC(=O)c1sc(-c2ccc(F)cc2F)nc1C	-12	103	5	-1	-1	1	-2.2	-10	-8
CCc1nnc(NC(=O)C2CCCN2S(=O)(=O)c2ccc(C)cc2)s1 (configuration not stated)	-3	.	-2	5	0	-5	-1.7	-6	11
COc1ccccc1C(=O)n1nc(-c2ccc(Cl)cc2)nc1N	-12	.	5	0	-1	0	2.0	23	16
CC(C)C(C)NC(=O)CSc1nc2scc(-c3ccco3)c2c(=O)n1-c1ccccc1 (configuration not stated)	14	105	-6	6	1	-1	1.0	2	18
CC(=O)Cc1nsc(NC(=O)c2cn(-c3ccccc3)nc2-c2ccc(Br)cc2)n1	-1	95	9	4	1	2	0.0	-10	7
CC(=O)N(c1ccccc1)C(C(=O)c1ccccc1)c1ccccc1 (configuration not stated)	0	.	.	2	.	-3	0.8	10	.
O=C(Nc1nnc(SCCN2CCOCC2)s1)C1CC(=O)N(c2ccc(F)cc2)C1 (configuration not stated)	-3	106	-7	-5	-3	0	1.2	-4	8
O=c1cc(N2CCOCC2)[nH]c(=O)n1-c1ccc(Cl)cc1	-1	116	-2	8	-3	1	4.1	4	-7
Cn1c(/N=C/c2cc(Cl)ccc2O)nc2ccccc21	.	84	7	.	0	-7	4.5	-3	17
CCOC(=O)C1=C(Cc2ccc(OC)cc2)C(=O)c2ccccc2C1=O	-6	.	-64	-35	.	.	61*	-92	71*
O=C(Nc1ccnn1C1CCN(C(=O)c2cc(Cl)ccc2F)CC1)C1CCOC1 (configuration not stated)	-6	104	-1	4	3	1	-1.0	-4	2
CCc1ccc(S(=O)(=O)Nc2ccc(Br)cn2)cc1	1	105	5	3	4	-9	-1.9	8	-3
Cc1ccc(S(=O)(=O)c2cc3c(=O)n4ccccc4nc3n(C3CCCC3)c2=N)cc1	-4	90	-6	5	1	-7	5.7	-4	51
Cc1cc(C)c(NC(=O)c2cc(S(=O)(=O)N3CCOCC3)ccc2F)c(C)c1	-5	101	-5	1	-2	4	-2.7	2	30
O=c1c(-c2ccc(O)cc2)coc2c(C3O[C@H](CO)[C@@H](O)[C@H](O)[C@H]3O)c(O)ccc12 (some centres not stated)	4	107	-8	-1	2	-7	4.2	5	24
CCNc1nc(Oc2ccc(OC)cc2)cc(C(F)(F)F)n1	4	103	-1	9	2	-1	-1.1	-1	47
